Alkaline phosphatase – inhibition of tissue-nonspecific alkaline phosphatase – biochemical, luminescent (AID 518). inhibition, % at 20 µM; hits with a dose series show IC50 in µM. purified TNAP enzyme, luminescent substrate readout; higher % means a stronger effect. actives 0.09% (n = 64,000); in the data active = a potency from the dose series; inactive = the rest, 99 in 100 with inhibition below about 22%;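 also: plate controls were vehicle for no effect and reference inhibitor for full effect; many of its hits are not listed in these tables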
HT1080 viability – HT1080 cell viability loss – fluorescence readout (AID 620); HT1080 viability, fluorescence; higher % means a stronger effect; cytotoxicity, % at 10 µM, or EC50 in µM where a hit was titrated; actives 0.42% (n = 87,000);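 also: cells exposed to compound overnight then 4 h with Alamar Blue; 0% = vehicle DMSO and 100% = killing control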
HPDE-C7K KRASV12 – viability loss of HPDE-C7K cells – cell-based, fluorescence, HTS, primary screen (AID 431); HPDE-C7K KRASV12 cells, Alamar Blue viability, 48 h; higher % means a stronger effect; cytotoxicity, % at 10 µM; hits with a dose series show EC50 in µM; actives 1.7% (n = 63,000);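 active = compounds whose percent cytotoxicity in the single-dose primary screen, scaled between solvent and toxic-drug controls, exceeds 50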;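 also: 0% = DMSO solvent wells and 100% = doxorubicin-treated wells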
Bfl-1 displacement – Bfl-1 inhibitors, primary screen, biochemical, fluorescence polarization, FITC-Bid, mouse (AID 432); actives 0.02% (n = 64,000); displacement, % at 20 µM, or IC50 in µM where a hit was titrated; FITC-Bid BH3 peptide fluorescence polarization displacement; higher % means a stronger effect; in the data active = a potency from the dose series; inactive = the rest, 99 in 100 with displacement below about 15%; also: strong numbers were not always called active
Spn MK inh – S. pneumoniae mevalonate kinase inhibition; purified MK, PK/LDH-coupled NADH absorbance 340 nm; inhibition, % at 10 µM; actives 0.48% (n = 65,000); AID 555;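 active = ranked among the strongest by inhibition in the single 10 µM screen, a fixed top-ranked set picked for dose follow-up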; also: no value below 0 was filed
HPDE-C7 cytotoxicity – HPDE-C7 pancreatic duct cell viability loss – fluorescence, HTS (AID 430); cytotoxicity, % at 10 µM, or EC50 in µM where a hit was titrated; HPDE-C7 pancreatic duct cells viability, fluorescence; higher % means a stronger effect; actives 1.8% (n = 63,000);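 also: cells exposed to compound for 48 hours before viability readout; 0% = vehicle and 100% = reference cytotoxic drug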
Spn PMK inh – blocks S. pneumoniae phosphomevalonate kinase | purified PMK, PK/LDH-coupled NADH absorbance 340 nm | AID 539 | actives 0.49% (n = 65,000) | inhibition, % at 10 µM;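 active = top-ranked compounds by inhibition in the single 10 µM screen, taking a fixed number of the strongest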;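 also: 0% = full reaction with DMSO carrier and 100% = background rate without enzyme reaction; no value below 0 was filed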
DPM-DC inhibit – blocks S. pneumoniae diphosphomevalonate decarboxylase; purified DPM-DC, PK/LDH coupled NADH fluorescence; calls only at 10 µM; actives 0.49% (n = 65,000);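 active = the 320 compounds with the highest percent inhibition in the single-dose primary screen, excluding strongly autofluorescent ones, cut at about 32% in these data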;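 also: kinetic rate of NADH fluorescence loss reporting ADP formed by the decarboxylase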
LYP phosphatase – LYP phosphatase inhibitors, primary screen, biochemical, DiFMUP fluorescence, recombinant catalytic domain, 10 µM (AID 606); 52,000 tested, under 10 active; inhibition, % at 10 µM; hits with a dose series show IC50 in µM; recombinant LYP catalytic domain, DiFMUP fluorescence; higher % means a stronger effect;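 active = IC50 under 40 µM in the dose-response test; inactive = IC50 of 40 µM or more, or never dose-tested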
Spn PMK inh pilot replicates – also measured in Spn PMK inh; calls as there; inhibition, %; measured here: pilot screen replicates
Spn MK inh pilot replicates – further read-out of Spn MK inh, marked with its call; inhibition, %; measured here: pilot screen replicates
DPM-DC inhibit pilot screen % – second read-out of DPM-DC inhibit, no call of its own (marks repeat the call); inhibition, %; measured here: pilot screen trials
Numbers without * were called inactive; i = inactive; nt = not tested or not shown. Rule as the data show it, unless noted: active = cytotoxicity above about 50%; inactive = the rest.

SMILES	Alkaline phosphatase	HT1080 viability	HPDE-C7K KRASV12	Bfl-1 displacement	Spn MK inh	HPDE-C7 cytotoxicity	Spn PMK inh	DPM-DC inhibit	LYP phosphatase	others
C[C@]12CC[C@@H]3c4ccc(O)cc4CC[C@H]3[C@@H]1CC[C@@H]2OC(=O)CCC(=O)O	8%	-7%	-2%	4%	4	4%	10	i	13%	Spn PMK inh pilot replicates=6.5;Spn MK inh pilot replicates=0.0;DPM-DC inhibit pilot screen %=0.0
C=CCn1c(SCC(=O)OC)nc2sc3c(c2c1=O)CCN(C)C3	12%	-9%	3%	-6%	2	5%	5	i	0%
CCOc1ccc(-n2c(Cc3cc(=O)[nH]c(=O)[nH]3)nnc2SCC(=O)OC)cc1	-1%	-1%	-1%	6%	7	5%	7	i	-1%
c1ccc(-c2nn3c(Cn4cnc5ccccc54)nnc3s2)cc1	10%	1%	6%	-3%	12	3%	1	i	12%
Cc1ccccc1Cn1c(=O)[nH]c2ccccc21	3%	1%	12%	-2%	4	-7%	15	i	0%
Cc1ccc(NS(=O)(=O)c2cc(C(=O)O)ccc2Cl)c(C)c1	22%	-8%	nt	-5%	6	nt	2	i	-3%
CN(C)c1ccc(-c2noc(-c3ccccc3O)n2)cc1	7%	-16%	-19%	-11%	8	-11%	8	nt	8%
O=C(Oc1ccccc1C(=O)N1CCOCC1)c1cccc(Br)c1	8%	-7%	-8%	21%	9	-32%	15	i	1%
CSc1cccc(NS(=O)(=O)c2ccc3c(c2)oc(=O)n3C)c1	8%	-8%	0%	0%	11	1%	16	i	nt
O=C(CSCc1ccccc1)N1CCN(C(=O)c2ccco2)CC1	8%	1%	-39%	-6%	8	-16%	5	i	6%
O=[n+]1c2c(n([O-])c3c1CCCC3)CCCC2	12%	0%	-10%	-3%	5	-17%	0	i	12%	Spn PMK inh pilot replicates=0.0;Spn MK inh pilot replicates=0.0;DPM-DC inhibit pilot screen %=2.0
Cc1c(C(=O)NCc2ccccc2)oc2c1C(=O)CCC2	8%	-12%	3%	-1%	6	-16%	4	i	nt	Spn PMK inh pilot replicates=6.0;Spn MK inh pilot replicates=0.0;DPM-DC inhibit pilot screen %=0.5

For convenience, some entries already given.
SMILES	Alkaline phosphatase	HT1080 viability	HPDE-C7K KRASV12	Bfl-1 displacement	Spn MK inh	HPDE-C7 cytotoxicity	Spn PMK inh	DPM-DC inhibit	LYP phosphatase	others
Cc1ccccc1Cn1c(=O)[nH]c2ccccc21	3%	1%	12%	-2%	4	-7%	15	i	0%
Cc1ccc(NS(=O)(=O)c2cc(C(=O)O)ccc2Cl)c(C)c1	22%	-8%	nt	-5%	6	nt	2	i	-3%

(further entries)
SMILES	Alkaline phosphatase	HT1080 viability	HPDE-C7K KRASV12	Bfl-1 displacement	Spn MK inh	HPDE-C7 cytotoxicity	Spn PMK inh	DPM-DC inhibit	LYP phosphatase	others
CC1(C)OC(=O)C(=CNC(Cc2c[nH]c3ccccc23)C(=O)O)C(=O)O1 (stereo not drawn)	9%	38%	-1%	-6%	0	6%	9	i	6%
O=C(O)c1cc(S(=O)(=O)Nc2ccccc2C(=O)O)ccc1O	3%	nt	7%	13%	8	12%	0	i	-5%
COc1ccc(-c2nc3ccccc3c(=O)n2CCN2CCOCC2)cc1	6%	1%	8%	-6%	6	-4%	4	i	0%
Cc1cc(C(F)(F)F)nn1CC(=O)NCC1CCCO1 (stereo not drawn)	12%	-3%	-14%	-7%	8	0%	0	i	8%
C=CCn1cc(C(=O)NCCCOC)c(=O)c2cc(S(=O)(=O)N3CCC(C)CC3)ccc21	9%	-5%	0%	6%	1	-7%	10	i	25%
O=C(Oc1cccc2cccnc12)c1ccc2c(c1)OCCO2	5%	-2%	7µM*	-2%	7	5.8µM*	4	i	1%
COc1ccc(C(=O)Nn2cnc3scc(-c4cccs4)c3c2=O)c(O)c1	-8%	3%	10%	3%	2	15%	0	i	3%
COc1ccc(C(=O)NC(C)c2nc3ccccc3n2C)cc1OC (stereo not drawn)	8%	4%	-2%	-3%	7	4%	0	i	3%
CN(C)CCN1C(=O)C(=O)/C(=C(/O)c2ccc(OCc3ccccc3)cc2)C1c1ccncc1 (stereo not drawn)	14%	4%	-5%	-4%	4	-13%	0	i	-20%
COc1ccc(-n2c(Cc3cccn3C)nnc2SCC(=O)Nc2ccc(C)cc2)cc1	4%	-1%	6%	-6%	8	6%	1	i	3%
CS(=O)(=O)N1CCN(c2ccc(NC(=O)c3ccc(Br)o3)cc2)CC1	4%	1%	-25%	1%	5	-16%	1	i	3%
Cc1cc(C)c2nc(N3CCCC3)c(C#N)cc2c1	-7%	1%	-22%	-3%	3	-2%	14	i	-3%
Cc1cnnc2c1-c1no[n+]([O-])c1CC2	9%	0%	0%	-2%	0	-3%	0	i	1%
Cc1ccc(-c2nnc(N3CCN(c4ccccn4)CC3)c3ccccc23)cc1	10%	-10%	17µM*	-1%	5	16µM*	7	i	6%
CCc1ccc(C2C(C(C)=O)=C(C(=O)OC)Nc3nnnn32)cc1 (stereo not drawn)	7%	0%	0%	-8%	16	-6%	0	nt	9%
CCC(=O)Nc1sc2c(c1C(N)=O)CCC2	4%	-4%	0%	0%	6	-18%	0	i	14%
COc1ccc(CCN2C(=O)CC(NCc3ccc4c(c3)OCO4)C2=O)cc1OC (stereo not drawn)	12%	nt	-9%	-5%	0	2%	9	i	10%
C=C(C)COc1ccc2c3c(c(=O)oc2c1OCC(=C)C)CCC3	10%	-3%	9%	-1%	3	12%	0	i	13%
COc1ccc(C(=O)Nc2c(N)nc(SCC(=O)N3CCCCCC3)[nH]c2=O)cc1OC	-4%	-6%	-7%	-2%	5	4%	17	i	-1%
Cc1noc(C)c1COC(=O)CCc1nc2ccccc2s1	8%	-4%	-3%	-6%	0	-3%	8	i	5%
Cc1nc2sc(C(c3ccco3)N3CCN(c4cccc(Cl)c4)CC3)c(O)n2n1 (stereo not drawn)	nt	9%	nt	nt	5	nt	13	i	19%
CCCc1cc(=O)oc2c(C)c3occ(C)c3cc12	13%	-7%	-5%	1%	9	-7%	0	i	7%	Spn PMK inh pilot replicates=2.0;Spn MK inh pilot replicates=4.0;DPM-DC inhibit pilot screen %=9.0
Cc1n[nH]c(C)c1S(=O)(=O)N1CCCC(C(=O)NCC2COc3ccccc3O2)C1 (stereo not drawn)	28%	10%	-16%	-7%	5	-22%	15	i	nt
O=C(N1CCCCC1)N1CCN(C(=O)N(c2ccccc2)c2ccccc2)CC1	2%	6%	-10%	-6%	3	-7%	0	i	nt
Cc1sc(NC(=O)c2ccco2)c(CN2CCCCC2)c1C	15%	-6%	-16%	-11%	0	-21%	18	i	-4%
Clc1ccc(-c2nnc(-c3ccc(Br)o3)o2)c(Cl)c1	10%	-3%	19%	-7%	13	1%	14	i	nt
O=C(Cc1ccccc1)Nc1c(C(=O)N2CCOCC2)cnn1-c1ccccc1	4%	-7%	-9%	-6%	4	-13%	5	i	10%
O=C(NCc1ccccn1)C1CCCN(S(=O)(=O)c2ccc(Br)cc2)C1 (stereo not drawn)	6%	14%	-8%	-10%	7	-5%	2	i	10%
Cc1ccc(N(CC(=O)NC2CCC(C)CC2)S(=O)(=O)c2cccnc2)cc1 (stereo not drawn)	5%	-9%	-15%	-4%	10	-13%	16	i	2%
CCn1c(CNc2cccc(Cl)c2)nnc1SCc1ccccc1	18%	-5%	-24%	-4%	6	-6%	6	i	-6%
O=C(CCCNS(=O)(=O)c1cccc2nsnc12)NCc1ccccc1	4%	0%	-21%	-1%	0	-28%	21	i	4%
COC(=O)c1ccc(NC(=O)C2CC(=O)N(c3cc(C)ccc3C)C2)cc1 (stereo not drawn)	9%	0%	-8%	0%	14	-8%	7	i	1%	Spn PMK inh pilot replicates=0.0;Spn MK inh pilot replicates=0.0;DPM-DC inhibit pilot screen %=0.0
COc1cc(NC(=O)Cn2nnc(-c3ccccc3N)n2)cc(OC)c1	11%	14%	-1%	7%	3	5%	11	i	nt
Oc1ccccc1-c1nc(NCC2CCCO2)c2ccccc2n1 (stereo not drawn)	13%	-2%	50%*	-1%	7	47%	6	i	nt
COc1cc(N/C(=N/S(=O)(=O)c2ccccc2)c2ccccc2)ncn1	8%	-3%	-2%	-3%	13	0%	2	i	5%
CCOCCn1c(CCCO)nc2ccccc21	7%	-2%	14%	7%	0	8%	18	i	15%
CCOC(=O)c1c(NC(=O)c2nn(CC)cc2Br)c(C#N)nn1-c1ccccc1	8%	10%	6%	-8%	2	0%	0	i	3%
O=S(=O)(/N=C(/Nc1cc(N2CCOCC2)ncn1)c1ccc(F)cc1)c1ccccc1	3%	1%	-6%	-5%	4	-6%	4	i	13%
O=C(CC1SC(=Nc2ccccc2)N(CCCO)C1=O)Nc1ccc(Cl)cc1 (stereo not drawn)	7%	11%	33%	-3%	5	34%	1	i	-4%
COc1cc(C2C(C(=O)c3ccco3)=C(O)C(=O)N2c2cc(C)on2)cc(Br)c1O (stereo not drawn)	12%	12%	9%	2%	14	13%	11	i	nt
COc1ccc(C)cc1NC(=O)CN(c1ccccc1F)S(C)(=O)=O	2%	-2%	-2%	-2%	5	8%	11	i	5%

Structures above that have an aryl methoxy group (ten):
SMILES	Alkaline phosphatase	HT1080 viability	HPDE-C7K KRASV12	Bfl-1 displacement	Spn MK inh	HPDE-C7 cytotoxicity	Spn PMK inh	DPM-DC inhibit	LYP phosphatase	others
COc1ccc(-c2nc3ccccc3c(=O)n2CCN2CCOCC2)cc1	6%	1%	8%	-6%	6	-4%	4	i	0%
COc1ccc(C(=O)Nn2cnc3scc(-c4cccs4)c3c2=O)c(O)c1	-8%	3%	10%	3%	2	15%	0	i	3%
COc1ccc(C(=O)NC(C)c2nc3ccccc3n2C)cc1OC (stereo not drawn)	8%	4%	-2%	-3%	7	4%	0	i	3%
COc1ccc(-n2c(Cc3cccn3C)nnc2SCC(=O)Nc2ccc(C)cc2)cc1	4%	-1%	6%	-6%	8	6%	1	i	3%
COc1ccc(CCN2C(=O)CC(NCc3ccc4c(c3)OCO4)C2=O)cc1OC (stereo not drawn)	12%	nt	-9%	-5%	0	2%	9	i	10%
COc1ccc(C(=O)Nc2c(N)nc(SCC(=O)N3CCCCCC3)[nH]c2=O)cc1OC	-4%	-6%	-7%	-2%	5	4%	17	i	-1%
COc1cc(NC(=O)Cn2nnc(-c3ccccc3N)n2)cc(OC)c1	11%	14%	-1%	7%	3	5%	11	i	nt
COc1cc(N/C(=N/S(=O)(=O)c2ccccc2)c2ccccc2)ncn1	8%	-3%	-2%	-3%	13	0%	2	i	5%
COc1cc(C2C(C(=O)c3ccco3)=C(O)C(=O)N2c2cc(C)on2)cc(Br)c1O (stereo not drawn)	12%	12%	9%	2%	14	13%	11	i	nt
COc1ccc(C)cc1NC(=O)CN(c1ccccc1F)S(C)(=O)=O	2%	-2%	-2%	-2%	5	8%	11	i	5%
